PKM2 act: activators of human pyruvate kinase M2 | P14618 | purified PKM2, Kinase-Glo ATP luminescence, activation; response scale: 0% is enzyme alone, no compound | Potency, µM (titrated, usually from 57.5 µM), inactives show at the top dose activation, usual class: activators | hit rate 0.34% among 260,000 | AID 1631; further: potency means the concentration at half of the fitted maximal effect; on the % scale 0 is the no-effect control and ±100 the full control effect; nearly all actives have a fitted effect of over 55% in size
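Purified hPK-M2 (>95% pure) converted ADP (0.1 mM final) to ATP with 0.5 mM PEP in 50 mM imidazole pH7.2, KCl, MgCl2, Tween 20, BSA; 1 h at room temperature. ATP detected by Kinase-Glo luminescence.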
Rab9 promoter act: activators of Rab9 promoter | Huh7 Rab9 promoter-luciferase reporter, luminescence, 24 h | Potency, µM (series often up to 9.22 µM), for inactives: at the highest dose activation, negative = inhibition, actives largely listed as activators | hit rate 2.8% among 320,000; further: potency means the concentration at half of the fitted maximal effect; % of control where 0% means no effect; nearly all actives have a fitted effect of over 60% in size
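Huh7 reporter line, Rab9 promoter upstream of luciferase. Compound exposure 24 h at 37 °C in reduced-serum medium with 10% FBS. Read-out: luminescence.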
NPC1 promoter act: activates the NPC1 promoter; Huh7 NPC1 promoter luciferase reporter, 24 h; AID 485313; hit rate 2.4% among 320,000; Potency, µM (doses to about 9.22 µM), for the others: at the highest dose activation, most hits filed as activators;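 further: potency means the concentration at half of the fitted maximal effect; % of control where 0% means no effect; nearly all actives have a fitted effect of over 60% in size; reporter is driven by a mutant NPC1 promoter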
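Luminescence read-out of NPC1 promoter-driven luciferase in stably transfected Huh7 cells; compounds delivered in DMSO and left 24 h at 37C, 5% CO2, qHTS titration format.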
RORg inh: blocks mouse ROR gamma transcriptional activity | Potency, µM (top dose mostly 53.6 µM), without a hit: at the highest dose activity change, negative = inhibition, hits mostly inhibitors | hit rate 5.4% among 310,000 | P51450 | Drosophila S2 Gal4-RORgamma UAS-luciferase reporter, 20 h; further: potency means the concentration at half of the fitted maximal effect; on the % scale 0 is the no-effect control and ±100 the full control effect; nearly all actives have a fitted effect of over 60% in size
Target sequence (P51450 whole entry, looked up, the tested form may be a part): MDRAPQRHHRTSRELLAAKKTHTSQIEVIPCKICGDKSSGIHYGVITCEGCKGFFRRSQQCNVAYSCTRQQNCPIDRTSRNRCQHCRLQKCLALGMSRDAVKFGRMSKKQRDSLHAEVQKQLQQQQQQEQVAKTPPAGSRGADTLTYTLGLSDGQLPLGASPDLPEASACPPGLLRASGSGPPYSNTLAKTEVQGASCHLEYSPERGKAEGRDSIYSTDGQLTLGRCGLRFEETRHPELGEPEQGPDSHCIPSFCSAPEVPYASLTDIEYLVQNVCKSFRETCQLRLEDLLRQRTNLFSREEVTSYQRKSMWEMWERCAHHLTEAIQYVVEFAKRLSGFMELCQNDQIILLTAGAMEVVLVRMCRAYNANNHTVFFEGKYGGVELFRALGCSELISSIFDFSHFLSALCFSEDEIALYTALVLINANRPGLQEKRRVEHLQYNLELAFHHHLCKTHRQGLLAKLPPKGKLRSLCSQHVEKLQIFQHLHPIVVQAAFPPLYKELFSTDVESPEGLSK
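Drosophila S2 cells stably expressing Gal4-DBD/mouse RORγ fusion under metallothionein promoter plus UAS-luciferase; compound 1 h, then 700 uM CuSO4 induction for 20 h at ambient temperature; inhibition read as reduced luminescence.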
VP16 counter: inhibits Gal4-VP16 luciferase reporter, ROR gamma counter-screen | Potency, µM (doses to about 53.6 µM), without a hit: at the highest dose activity, negative = inhibition, actives largely listed as inhibitors | Drosophila S2 Gal4-VP16 UAS-luciferase, luminescence, 20 h | hit rate 3.5% among 310,000 | AID 2546;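 further: Gal4-VP16 expression switched on by copper sulfate through the metallothionein promoter; potency means the concentration at half of the fitted maximal effect; on the % scale 0 is the no-effect control and ±100 the full control effect; nearly all actives have a fitted effect of over 50% in size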
ELG1 repair inh: ELG1-dependent DNA repair inhibition | HEK293T ELG1-luciferase reporter, luminescence, 16 h; DNA damage induced by 5-fluorouridine | AID 504467 | Potency, µM (top dose mostly 46.1 µM), without a hit: at the top dose activity change, negative = inhibition, actives largely listed as inhibitors | hit rate 2.3% among 330,000; further: potency means the concentration at half of the fitted maximal effect; on the % scale 0 is the no-effect control and ±100 the full control effect; nearly all actives have a fitted effect of over 55% in size
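HEK293T cells expressing luciferase-tagged ELG1 (2,000/well) received 5-Fluorouridine plus compound or DMSO for 16 hr at 37 °C. Luciferase was read by ONE-Glo luminescence after 30 min at room temperature.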
KCNH2 3.1 inh: blocks the human KCNH2 3.1 channel isoform; activity change, % (tested at about 1.8 µM); AID 720553; U2OS KCNH2 3.1, thallium flux FluxOr; stronger effect = lower value; hit rate 0.95% among 340,000;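 active means maximum activity change below -70%; inconclusive means maximum activity change from -70% to -50%; inactive means maximum activity change above -50%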;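 further: thallium influx rate constant from kinetic fluorescence after stimulation buffer; on the % scale 0 is the no-effect control and ±100 the full control effect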
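Steps: virus added to U2OS suspension (4 h, RT, dark); medium with 10% FBS added, cells plated, 37 C overnight; FluxOr/Red40 loading buffer 45 min RT; stimulation buffer, 2 min kinetic read; rate constant normalized.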
FLuc modulator: inhibits or activates purified firefly luciferase, miR-21 counter-screen. P08659. purified FLuc, Km substrates, luminescence inhibition. Potency, µM (series often up to 57.5 µM), for inactives: top-dose activity change, negative = inhibition, hits mostly inhibitors. hit rate 6.9% among 360,000. AID 588342;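 further: potency means the concentration at half of the fitted maximal effect; plate controls were vehicle for no effect and reference inhibitor for full effect; nearly all actives have a fitted effect of over 55% in size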
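Purified P. pyralis luciferase, 10 nM final, with Km-level 10 uM D-luciferin and 10 uM ATP in 50 mM Tris acetate pH 7.5, 10 mM Mg acetate, 0.01% Tween-20, 0.05% BSA; 6-point qHTS titration about 60 µM downward; luminescence read.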
Menin-MLL TR inh: displaces Texas Red mutant MLL peptide from human menin; O00255; hit rate 0.23% among 270,000; Potency, µM (highest dose often 61.6 µM), for inactives: top-dose FP activity change, negative = inhibition, actives largely listed as inhibitors; AID 1768; Menin + Texas Red MLL mutant peptide, fluorescence polarization; active means well fitted inhibition curve with a large enough effect in the polarisation, with a control signal flat, not every such curve was filed as active; inconclusive means small, poorly fitted or top-dose-only effect, or effect the other way, or a change in a side signal; inactive means no such curve, though single readings can be large or run the other way; the % refers to the polarisation; further: potency means the concentration at half of the fitted maximal effect; % of control where 0% means no effect; many of its hits are not listed in these tables
MBNL1 CUG block: blocks human MBNL1 binding to CUG repeat RNA; Potency, µM (series often up to 57.5 µM), for the others: at the top dose activity change, negative = inhibition, actives largely listed as inhibitors; TR-FRET MBNL1-His/biotin-(CUG)12 binding, 665/545 ratio; Q9NR56; AID 2675; hit rate 0.036% among 280,000; active means well fitted inhibition curve with a large enough effect in the signal ratio, with a control signal flat, not every such curve was filed as active; inconclusive means small, poorly fitted or top-dose-only effect, or effect the other way, or a change in a side signal; inactive means no such curve, though single readings can be large or run the other way; the % refers to the signal ratio; further: potency means the concentration at half of the fitted maximal effect; on the % scale 0 is the no-effect control and ±100 the full control effect
Target sequence (Q9NR56 whole entry, looked up): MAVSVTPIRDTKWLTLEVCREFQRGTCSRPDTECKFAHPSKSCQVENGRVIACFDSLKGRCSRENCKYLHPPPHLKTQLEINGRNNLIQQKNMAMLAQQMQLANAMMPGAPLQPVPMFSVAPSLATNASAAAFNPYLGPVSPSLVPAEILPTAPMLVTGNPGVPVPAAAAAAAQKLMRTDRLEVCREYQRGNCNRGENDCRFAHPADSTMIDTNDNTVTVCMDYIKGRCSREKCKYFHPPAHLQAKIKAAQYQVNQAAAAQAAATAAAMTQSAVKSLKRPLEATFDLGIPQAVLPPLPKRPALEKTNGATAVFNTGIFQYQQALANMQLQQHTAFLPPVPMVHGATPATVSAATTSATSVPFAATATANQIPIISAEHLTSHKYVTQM
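Inhibition of protein-RNA binding appears as loss of TR-FRET between terbium anti-His antibody on MBNL1-His and streptavidin-XL665 on biotin-(CUG)12. Activity is normalized to buffer-only and uninhibited-complex controls.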
Mito fusion act: blocks mitochondrial division or promotes mitochondrial fusion; Potency, µM (top dose mostly 46.1 µM), for the others: top-dose growth rescue (activation), actives largely listed as activators; hit rate 0.23% among 320,000; S. cerevisiae fusion-defective mutant growth rescue, CellTiterGlo 48 h; AID 485298;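 further: potency means the concentration at half of the fitted maximal effect; % of control where 0% means no effect; nearly all actives have a fitted effect of over 45% in size; temperature-sensitive fusion mutants such as fzo1-1 at 37 °C on non-fermentable ethanol glycerol medium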
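Luminescent cell viability in 1536-well qHTS format served as the measure of rescued growth in ts fusion-mutant S. cerevisiae cultured on non-fermentable YPEG for 48 hours at 37C.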
The depositor's hits bear a star; ? = inconclusive; nt = not tested or not shown; & = joins results of further samples; [ ] = remark or other dose. Unless noted, the call rests on the fitted dose curve; in most records, active means well fitted curve in the direction sought with a large enough effect; inconclusive means small, poorly fitted or top-dose-only effect, or another doubt; inactive means no such curve, though single readings can be large; an effect the other way counts as inactive or inconclusive.

SMILES	PKM2 act	Rab9 promoter act	NPC1 promoter act	RORg inh	VP16 counter	ELG1 repair inh	KCNH2 3.1 inh	FLuc modulator	Menin-MLL TR inh	MBNL1 CUG block	Mito fusion act
CC(=O)c1ccc(NC(=O)c2ccc(COc3ccccc3[N+](=O)[O-])o2)cc1	-3%	-5%	-1%	?	-4%	-24%	-11	-14%	10%	nt	0%
COc1ccccc1OCC(=O)NNC(=S)NC(=O)c1ccco1	-17%	3%	16%	-1%	?	-6%	0	-6%	nt	-6%	4%
COc1ccc2oc(C(F)(F)C(F)(F)F)cc(=O)c2c1	-5%	1%	0%	-11%	5%	10%	1	3%	16%	-13%	-6%
Cc1ccc(NC(=O)Cc2ccc(-c3ccccc3)cc2)nc1	-1%	5%	-3%	8%	2%	?	0	-16%	?	3%	4%
CC(Oc1cccc(Cl)c1)C(=O)Nc1cc(S(=O)(=O)N2CCCCC2)ccc1N1CCOCC1 (stereo unspecified)	nt	-4%	-1%	nt	nt	?	-6	15%	nt	nt	24%
COc1ccc(CN2CCNC(=O)C2CC(=O)N(C)C2CCOCC2)c(F)c1 (stereo unspecified)	0%	-1%	1%	-1%	-11%	3%	15	1%	nt	1%	-3%
CC(C)c1cc(C(=O)N/N=C/c2ccco2)n[nH]1	-1%	?	?	2%	2%	?	-8	17µM*	3%	?	-2%
O=C(CN(Cc1ccc2c(c1)OCO2)C(=O)c1cnsn1)NC1CCCC1	-1%	4%	-2%	3%	-1%	-4%	5	0%	12%	0%	-3%
O=C(CCC(=O)Nc1nnc(C2CCCCC2)s1)NCc1cccs1	6%	0%	-4%	-24%	0%	-2%	3	6%	-14%	-8%	-1%
COC(=O)c1cc(C(=O)OC)cc(N2C(=O)CC(NNC(=O)c3ccccc3Cl)C2=O)c1 (stereo unspecified)	0%	3%	-1%	17%	-4%	-1%	9	15%	6%	nt	0%
CCc1ccc2[nH]c(=O)c(C(c3nnnn3CCOC)N3CCN(c4ccccc4F)CC3)cc2c1 (stereo unspecified)	2%	-2%	-1%	43%	-3%	?	-5	2%	-8%	?	-1%
O=C(CCc1nnc2ccc(NCc3ccccc3Cl)nn12)NC1CCCC1	nt	-2%	0%	-14%	21%	14%	7	0%	13%	-3%	-9%
O=[N+]([O-])c1ccc(N2CCCCC2)c(Cl)c1N1CCCCC1	-2%	-5%	-2%	18%	-5%	-9%	5	0%	-29%	-7%	-6%
Cc1c(OCC(=O)NCCCN2CCOCC2)ccc2c1oc(=O)c1ccccc12	nt	4%	2%	-16%	-6%	0%	14	7%	nt	2%	2%
NC(=O)C1CCCN(C(=O)c2ccc(NC(=O)c3cccs3)cc2)C1 (stereo unspecified)	nt	?	1%	nt	nt	22%	13	0%	nt	nt	-2%
O=c1c2ccccc2oc2cc(OCc3cccc(F)c3)cc(O)c12	nt	5%	1%	2%	-1%	3%	9	-1%	29%	1%	7%
O=C(CSC1=NS(=O)(=O)c2cc(F)ccc2N1)NCc1ccccc1Cl	nt	-3%	0%	nt	nt	-4%	-1	-14%	nt	nt	-4%
COc1ccc(NC(=S)N2CCC(c3nc4ccccc4o3)CC2)c(OC)c1	-2%	-2%	-9%	-18%	3%	9%	9	-9%	-5%	-2%	4%
Cc1nc2ncnn2c(C)c1Cc1cccc(C(F)(F)F)c1	-1%	-2%	-4%	12%	-13%	-6%	6	-2%	-9%	-5%	1%
CC(C)C(=O)Nc1cccc(C(=O)Nc2nnc(C(C)(C)C)s2)c1	0%	11%	1%	40%	17%	18%	-4	13µM*	4%	0%	-2%
CCOC(=O)/C=C/C(=O)Nc1ccc(Oc2ccccc2)cc1	1%	1%	-2%	?	0%	9%	15	?	10%	-7%	3%
Cc1cc(C)c(S(=O)(=O)NCC(=O)NCc2ccccn2)c(C)c1	1%	-3%	-5%	21%	-10%	7%	2	4%	-2%	0%	-5%
COc1ccc(OC)c(NC(=O)COC(=O)CCCN2C(=O)c3ccccc3C2=O)c1	8%	-4%	0%	2%	3%	1%	-1	-2%	-17%	?	10%
COCCn1nnnc1C(c1ccc(OC)cc1OC)N1CCN(c2ccccc2)CC1 (stereo unspecified)	14%	10%	-1%	-19%	-7%	-10%	4	6%	?	1%	-3%
COc1ccc(C2=NNC(c3cc(Cl)cc4c3OCOC4)C2)c(O)c1 (stereo unspecified)	9%	0%	0%	-6%	-3%	?	nt	13µM*	-18%	2%	5%
COc1ccc2[nH]c(C(=O)NCc3ccccc3)cc2c1	-11%	1%	-3%	-7%	-12%	?	5	-19%	nt	177%[activator]	-3%
COc1ccc(N=Cc2c[nH][nH]c2=O)cc1	-3%	1%[1.84 µM]	2%	-19%	3%	-11%	0	-15%	-11%	17%	2%
CCc1ccc(NC(=O)COC(=O)CCCC2=NS(=O)(=O)c3ccccc3N2)cc1	0%	-1%	0%	2%	-2%	19%	1	-16%&-16%	2%	-24%	0%
CCCNC(=O)COC(=O)c1ccccc1C(=O)N(C)C1CCCCC1	0%	6%	-2%	1%	-12%	-3%	12	-2%	-8%	-3%	0%
CCCc1nc2scc(-c3ccc(C)cc3)c2c(=O)n1N	3%	-12%	-1%	?	?	-13%	4	?	1%	2%	5%
CCCCCC(=O)Nc1cccc(-c2nc3ncccc3o2)c1	-2%	6%	-2%	14%	-15%	-15%	4	?	10%	-2%	9%
COc1ccc(CNC(=O)c2ccc(CS(=O)c3ccccc3)o2)cc1 (stereo unspecified)	nt	9%	-3%	-12%	-11%	-1%	6	-4%	nt	-7%	0%
Cc1ccc(C(=O)NC(=S)NCC2CCCO2)cc1Br (stereo unspecified)	-3%	29%	23%	5µM*	?	?	-31	19µM*	-2%	10%[11.5 µM]	?
COc1ccccc1S(=O)(=O)Cc1ccc(C(=O)NCC(OC)OC)o1	nt	2%	-4%	-17%	6%	-4%	2	-1%	15%	7%	-9%
O=C(CN1C(=O)c2ccccc2C1=O)OC(C(=O)c1ccc(Cl)cc1)c1ccccc1 (stereo unspecified)	-3%	-2%	1%	-5%	4%	-5%	nt	8%	7%	2%	6%
Cc1nn(CC(=O)Nc2ccc(N3CCOCC3)cc2)c(C)c1Cl	-9%	-2%	-2%	-3%	6%	0%	-7	-14%	nt	3%	-4%
Cn1c(CNC(=O)OC(C)(C)C)n[nH]c1=S	0%	-6%	-7%	?	-3%	19%	-30	6%	5%	?	0%
O=C(CN1c2cccc3cccc(c23)S1(=O)=O)N1CCN(c2ccc(F)cc2)CC1	nt	2%	-1%	nt	nt	?	8	3%	nt	nt	7%
COc1cccc(C2CC(c3cccc(Br)c3)n3nc(N)nc3N2)c1 (stereo unspecified)	-2%	-4%	1%	-4%	1%	?	-48	1%	-20%	12%	-2%

Complete entries from above. Values in the order: PKM2 act	Rab9 promoter act	NPC1 promoter act	RORg inh	VP16 counter	ELG1 repair inh	KCNH2 3.1 inh	FLuc modulator	Menin-MLL TR inh	MBNL1 CUG block	Mito fusion act
COCCn1nnnc1C(c1ccc(OC)cc1OC)N1CCN(c2ccccc2)CC1 (stereo unspecified) as listed: 14%	10%	-1%	-19%	-7%	-10%	4	6%	?	1%	-3%
CCCc1nc2scc(-c3ccc(C)cc3)c2c(=O)n1N as listed: 3%	-12%	-1%	?	?	-13%	4	?	1%	2%	5%
Cc1ccc(C(=O)NC(=S)NCC2CCCO2)cc1Br (stereo unspecified) as listed: -3%	29%	23%	5µM*	?	?	-31	19µM*	-2%	10%[11.5 µM]	?
COc1cccc(C2CC(c3cccc(Br)c3)n3nc(N)nc3N2)c1 (stereo unspecified) as listed: -2%	-4%	1%	-4%	1%	?	-48	1%	-20%	12%	-2%
O=c1c2ccccc2oc2cc(OCc3cccc(F)c3)cc(O)c12 as listed: nt	5%	1%	2%	-1%	3%	9	-1%	29%	1%	7%

Screens as filed in PubChem BioAssay.

This is a subset; rates above refer to the full screens.
